Screens as filed in PubChem.
RMI-FANCM inh: blocks RMI1/RMI2 complex binding to FANCM MM2 peptide. 0.58% of 70,000 active. FP signal (polarization) at 33 µM. Fluorescence polarization, RMI core complex with F-MM2 peptide; active compounds read low; in the data active = FP signal below about 40; note: inactives centre near 61; strong numbers were not always called active; unit not given here
* marks the source's active call; other numbers are inactive results; & = joins results of further samples. This is a subset, so the mix of outcomes need not match the whole.

Structure	RMI-FANCM inh
COC[C@H]1OC(=O)c2coc3c2[C@@]1(C)C1=C(C3=O)C2CCC(=O)[C@@]2(C)C[C@H]1OC(C)=O (some centres undefined)	47
CC(O)C(C)OC(=O)[C@@H]1C[C@@H]2c3cccc4c3c(cn4C(C)C)C[C@H]2N(C)C1 (some centres undefined)	51
CC[C@@H](C(N)=O)N1CCCC1=O	26*
N#CC1(O)CN2CCC1CC2 (centres undefined)	49
C[C@@H]([C@H](O)c1ccccc1)N(C)C	58
O=C1CC2OCC=C3CN4CC[C@]56c7ccccc7N1C5[C@H]2[C@H]3CC46 (some centres undefined)	55
Cc1cc(O)c(C(=O)Nc2ccc(Cl)c(Cl)c2)c(=O)n1Cc1ccc2c(c1)OCO2	54
Cc1nc(-c2ccc(-c3ccc(C(=O)N4CCc5cc6c(cc54)C4(CCN(C)CC4)CO6)cc3)c(C)c2)no1	69
CN(C)Cc1c[nH]c2ccccc12	62
CC(=O)OC1C[C@@H]2CCC3C4CCC(OC(C)=O)C4(C)CCC3C2(C)C/C1=C\c1ccccc1 (some centres undefined)	62
Cc1ccc(/C=C/[N+](=O)[O-])cc1	55
CC(C)Cn1c(C=O)nc2ccccc21	58
CCC(=O)Nc1ccc(Cl)c(Cl)c1	52
CN1CC[C@@]2(C)c3cc(O)ccc3N(C)[C@H]12	70
c1ccc2sc(C3(N4CCCCC4)CCCCC3)cc2c1	59
O=C(c1ccccc1Cl)c1cc(Cl)ccc1NC(=O)c1cnc2n(c1=O)CCS2	66
CCOP(=S)(OCC)SCSP(=S)(OCC)OCC	58
O=C1Nc2ccccc2/C1=C/c1cnc[nH]1	58
CN(C)c1ccc(/C=C/[N+](=O)[O-])cc1	69
Cc1ccc2nc(N(CCN(C)C)C(=O)Cc3ccccc3)sc2c1	72
NCCN1CCN(c2ccc(F)cc2)CC1	72
Cc1c(O)c(C(=O)CC(C)C)c2oc3c(C(=O)CC(C)C)c(O)c(C)c(O)c3c2c1O	55
O=C(Nc1ccc(Br)cc1C(=O)c1ccccc1Cl)c1ccc2c(c1)OCO2	66
Oc1cc2c(cc1O)[C@H]1c3ccccc3CN[C@@H]1CC2	54&60
CN(C)C(=O)Oc1ccc2c(c1)OCO2	64

Structure	RMI-FANCM inh
CCc1cccc2sc(N3CCNCC3)nc12	70
c1csc(-c2ccc(-c3cccs3)s2)c1	66
O=C(Cc1ccc(F)cc1)N1CCN(Cc2nc3ccccc3n2Cc2ccccc2)CC1	60
CCCN1CCC[C@@H](c2cccc(O)c2)C1	48
Cc1ccc(-c2nc3ccc(C)cn3c2CC(=O)N(C)C)cc1	62
C[C@]12CCC3[C@@H](CC[C@@H]4C[C@H](O)CC[C@]34C)[C@@H]1CCC2=O (some centres undefined)	52
C[C@@H]1NCCc2cc(O)c(O)cc21	66
OCC(O)Cc1ccc2c(c1)OCO2 (centres undefined)	65
CCCN(CCC)C1Cc2cc(OC)c(OC)cc2C1	60
O=C(O)C1C2c3ccccc3C(c3ccccc32)C1C(=O)O (centres undefined)	54
CC1(C)C(C(Cl)Cl)C2(Cl)C(Cl)C(Cl)C1(Cl)C2(Cl)Cl (centres undefined)	59
COc1ccc(C(=O)O)cc1OC	62
Oc1c(Cl)c(Cl)c(O)c(Cl)c1Cl	56
CC(=O)OC1CCC23C(=O)OC45CCC(C6=CC(=O)OC6)C4(C)CCC2C5CCC3(O)C1 (centres undefined)	60
O=C1CC(C(=O)c2ccccc2)CO1 (centres undefined)	57
OC[C@@H]1CCCN2CCCC[C@H]12	62
S=C(NC1CCCCC1)N1CCC(c2cnc[nH]2)CC1	57
CC[C@H]1C2C[C@H]3[C@@H]4N(C)c5ccccc5C45C[C@H](C2[C@H]5O)N3[C@@H]1O (some centres undefined)	61
CC12CCC3C(CCC4(O)CC(O)CCC34/C=N\NC(N)=O)C1(O)CCC2C1=CC(=O)OC1 (centres undefined)	59
NCCc1ccccn1	63
C[C@]12CCC(=O)C=C1CC[C@@H]1[C@@H]2CC[C@@]2(C)[C@H]1CC[C@]2(C)O	59
Ic1ccccc1CNC1C2CCN(CC2)C1C(c1ccccc1)c1ccccc1 (centres undefined)	68
O=C(N1CCSCC1)C(Cl)(Cl)Cl	51
CCc1ccccc1-n1c(=S)[nH]c2ccccc2c1=O	56
C/C=C1/C[N+]2(C)CCC34C(=C(C=O)[C@H]1C[C@@H]32)Nc1ccccc14 (some centres undefined)	57

Four entries from above, as labelled records:
C[C@]12CCC3[C@@H](CC[C@@H]4C[C@H](O)CC[C@]34C)[C@@H]1CCC2=O (some centres undefined)
- RMI-FANCM inh: 52
C[C@@H]1NCCc2cc(O)c(O)cc21
- RMI-FANCM inh: 66
OCC(O)Cc1ccc2c(c1)OCO2 (centres undefined)
- RMI-FANCM inh: 65
CCCN(CCC)C1Cc2cc(OC)c(OC)cc2C1
- RMI-FANCM inh: 60

Look-ups from the results shown:
RMI-FANCM inh with `C[C@@H]1NCCc2cc(O)c(O)cc21` = 66
RMI-FANCM inh with `Ic1ccccc1CNC1C2CCN(CC2)C1C(c1ccccc1)c1ccccc1` (centres undefined) = 68

(list continues)
Structure	RMI-FANCM inh
[N-]=[N+]=CC(=O)OCC(N)C(=O)O (centres undefined)	54
Oc1ccc2c3c1O[C@H]1[C@@H](O)CC[C@@]4(O)[C@@H](C2)N(CC2CCC2)CC[C@]314	56
CCCN(CCC)C1CCc2cccc(O)c2C1 (centres undefined)	54
O=c1[nH]oc2c1CCNC2	57&55&60
CCSc1nc(NC(C)C)c2cnn(CCN)c2n1	76
C[C@H](N)[C@H](O)c1ccc(O)c(O)c1	52&58
COC(=O)c1cc2c(cn1)[nH]c1ccccc12	52
NC(=NCCC[C@H](N)C(=O)O)N[N+](=O)[O-]	54&55
O=C1CC2(CCNCC2)Oc2ccccc21	57
O=C(Cc1ccccc1)N1CCN(Cc2csc(-c3ccccc3)n2)CC1	60
CNC(=O)O/N=C(/c1cccs1)C1CC1	61
CNc1ccc2oc(C[C@@H]3OC4(CC[C@@H]3C)O[C@H](C(C)C(=O)c3ccc[nH]3)[C@H](C)C[C@H]4C)nc2c1C(=O)O (some centres undefined)	56
COc1ccc(NC(=O)c2cccn(Cc3cccc(F)c3)c2=O)c(OC)c1	52
CCOCN(C(=O)CCl)c1c(C)cccc1CC	55
C/C(=C\c1ccccc1Cl)[N+](=O)[O-]	52
COc1cc2c(cc1-c1cc3cc4ccoc4cc3oc1=O)OCO2	75
O=C(CNC1Cc2ccccc2C1)Nc1ccc(Cl)cc1C(=O)c1ccccc1Cl	68&57
CS(=O)(=O)c1ccccc1C(=O)Nc1ccc(Cl)cc1C(=O)c1ccccc1	52
CCCn1c(C)c(C(=O)c2ccc3ccccc3c2)c2ccccc21	51
Cc1nn(CCC#N)c(C)c1[Se]c1c(C)nn(CCC#N)c1C	59
N#C/C(=C\c1cccc(O)c1)C(=O)O	55
c1ccc2c(c1)-c1cccc3cccc-2c13	57
C[C@]12CCC3C(CC[C@H]4C[C@H](O)CC[C@]34C)C1CC[C@@H]2C(=O)CO (some centres undefined)	64
O=C(Nc1ccc(OC(F)(F)F)cc1)c1cc2cccnc2n(Cc2ccccc2)c1=O	60
Cc1nc(SCc2c(F)cccc2Cl)nc(OC(=O)N(C)C)c1C	60

Structure	RMI-FANCM inh
CC12C/C(=C(\O)C(F)(F)F)C(=O)C=C1CCC1C2CCC2(C)C(O)CCC12 (centres undefined)	52
CC(=O)N1N=C(c2cccnc2)OC1c1ccccc1Cl (centres undefined)	54
CN[P+](NC)(NC)NC	63
CCCC(C)C1(CC)C(=O)NC(=S)NC1=O (centres undefined)	61
N#CC(C#N)=Cc1c[nH]c2ccccc12	62
COc1ccc(C(CN(C)C)C2(O)CCCCC2)cc1 (centres undefined)	55&49
CN(C)c1ccc(C=C(C#N)C#N)c(F)c1C#N	64
C#CCOC(=O)C1=CCCN(C)C1	48
CC(N)c1cccc(Cl)c1Cl (centres undefined)	61
COc1ccc(CC(=O)N2CCN(C(c3ccccc3)c3ccccc3)CC2)cc1OC	60
CC(C)c1ccc(NC(=O)CSc2nnc(OC(=O)N(C)C)n2C2CC2)cc1	52
c1ccc2c3c([nH]c2c1)CNCC3	57&67
O=C1CC(c2ccccc2)[Se]C(c2ccccc2)C1 (centres undefined)	54
COC(=O)C1C2c3ccccc3OC1(C)N=c1s/c(=C/c3cn(C)nc3C)c(=O)n12 (centres undefined)	60
Cc1csc(CN2CCN(C(=O)COc3ccccc3F)CC2)n1	62
CC(=O)c1c(O)c(C)c(O)c(Cc2c(O)c3c(c(C(=O)/C=C/c4ccccc4)c2O)OC(C)(C)C=C3)c1O	51
O=C(Nc1ccc(F)c(C(F)(F)F)c1)c1cccn(Cc2ccccc2Cl)c1=O	62
CC1(C)CC(=O)C(Br)C(=O)C1	61
OCCN1CCN(Cc2ccccc2F)CC1	55
CCCCN=C(N)N[N+](=O)[O-]	47
CCOc1ccc(Br)cc1C=C1C(=O)NC(=S)NC1=O	55
Nc1c(Cl)cc([N+](=O)[O-])cc1[N+](=O)[O-]	62
Cc1nc(S(=O)(=O)N2CCCCC2c2cccnc2)cn1C (centres undefined)	57
CC1=CC(=O)C2=C(C)C[C@H](O)[C@@H]3[C@H](OC(=O)[C@H]3C)[C@H]12	58
O=C(COc1ccc(Cl)cc1Cl)N1CCN(Cc2nc(C3CC3)cs2)CC1	61

Structure	RMI-FANCM inh
C[C@@H]1CC[C@H]2[C@@H](C)C(=O)O[C@@H]3O[C@]4(C)CC[C@@H]1[C@]32OO4	65
CCC(COC(=O)c1cc(OC)c(OC)c(OC)c1)(c1ccccc1)N(C)C (centres undefined)	58
Clc1cccc(N2CCNCC2)c1	62
CCN(CC)CCN(C(=O)COc1ccc(Cl)cc1)c1nc2cc3c(cc2s1)OCCO3	83
c1ccc2[nH]ncc2c1	58
O=C(NP(=O)(N1CCOCC1)N1CCOCC1)C(Cl)(Cl)Cl	67
N[C@@H](Cn1cc(I)c(=O)[nH]c1=O)C(=O)O	53
C[C@]12CCC(=O)C=C1C=C[C@@H]1[C@@H]2CC[C@@]2(C)[C@H]1CC[C@@]2(O)CCC(=O)O	51
COc1ccc(CCN)cc1O	57
NC(N)=N/N=C\C=N/N=C(N)N	54
O=[N+]([O-])c1ccc(CS(=O)(=O)C(Cl)(Cl)Cl)o1	55
CCOP(=O)(OCC)C(O)c1ccncc1 (centres undefined)	59
CC(C)Oc1cccc(NC(=O)c2ccccc2C(F)(F)F)c1	60
O=C1C2CCCN2C(c2ccco2)N1c1ccccn1 (centres undefined)	57
CN(C)C(=O)Oc1cc(CSC(C)(C)C)nc(-c2cccs2)n1	43
CC(=O)OC1CC[C@@]2(C)C(CCC3C2CC[C@]2(C)C(C4=CC(=O)OC4)C(OC(C)=O)CC32O)C1 (some centres undefined)	60
O=C1OCCN1N=Cc1ccc([N+](=O)[O-])o1	61
N#C/C(=C\c1cnc[nH]1)S(=O)(=O)c1cccs1	55
O=C1CC2CCCC(C1)N2Cc1ccccc1	61
NC(=Nc1ccc(F)c(F)c1)N[N+](=O)[O-]	52
Cc1c(Cl)ccc2sc(N3CCNCC3)nc12	77
CC12CCC3C(CCC4CCCCC43C)C1C/C(=C\c1ccccc1)C2=O (centres undefined)	61
NCCc1c[nH]c2ccccc12	52
C=C(C)[C@@H]1[C@H]2OC(=O)[C@@H]1[C@]1(O)C[C@H]3O[C@]34C(=O)O[C@H]2[C@]14C	66
Cc1cccc(-c2nc(C)cc(OC(=O)N(C)C)n2)c1	54

Structure	RMI-FANCM inh
NNC(=O)c1ccc(O)cc1	56
CC(=O)CC1CCCCN1 (centres undefined)	66
N#Cc1c(Cl)c(Cl)c(Cl)c(C#N)c1Cl	61
O=C(COc1ccccc1F)N1CCN(Cc2csc(-c3ccccc3)n2)CC1	60
c1ccc(-n2cccc2-c2nc(N3CC3)nc(N3CC3)n2)cc1	106
CN1C2CCC1CC(OC(=O)c1cc(Cl)cc(Cl)c1)C2 (centres undefined)	63
Cn1ccc(C(=O)Nc2ccc(Cl)cc2C(=O)c2ccccc2Cl)n1	100
COc1cccc2sc(N3CCNCC3)nc12	71
CNc1ccc2oc(C[C@H]3O[C@@]4(CC[C@H]3C)O[C@H]([C@H](C)C(=O)c3ccc[nH]3)[C@H](C)C[C@H]4C)nc2c1C(=O)O	61
COP(=O)(OC)C(O)C(Cl)(Cl)Cl (centres undefined)	33
C=CCN1CCC2(C)c3cc(O)ccc3CC1C2C (centres undefined)	62
CN1CCN(c2nc3c(F)cccc3s2)CC1	57
COc1ccc(C2(CN)CCOCC2)cc1OC	60
N#CC(c1c[nH]c2ccccc12)N1CCCCC1 (centres undefined)	63
CCS(=O)(=O)C(Br)(Br)S(=O)(=O)CC	65
CCN(CC)S(=O)(=O)c1ccc(C(=O)Nc2ccc(Cl)cc2C(=O)c2ccccc2Cl)cc1	60
CN1C(=O)C(=Cc2ccc(-c3ccccc3)o2)C(=O)N(C)C1=O	61
CCOC(=O)Cc1csc(NC(=O)c2cccn(Cc3ccccc3C)c2=O)n1	50
C/C(=C\c1ccccc1)[N+](=O)[O-]	73

Entries listed so far that contain a furan ring, fused or not:
Structure	RMI-FANCM inh
COC[C@H]1OC(=O)c2coc3c2[C@@]1(C)C1=C(C3=O)C2CCC(=O)[C@@]2(C)C[C@H]1OC(C)=O (some centres undefined)	47
Cc1c(O)c(C(=O)CC(C)C)c2oc3c(C(=O)CC(C)C)c(O)c(C)c(O)c3c2c1O	55
COc1cc2c(cc1-c1cc3cc4ccoc4cc3oc1=O)OCO2	75
O=[N+]([O-])c1ccc(CS(=O)(=O)C(Cl)(Cl)Cl)o1	55
O=C1C2CCCN2C(c2ccco2)N1c1ccccn1 (centres undefined)	57
O=C1OCCN1N=Cc1ccc([N+](=O)[O-])o1	61
CN1C(=O)C(=Cc2ccc(-c3ccccc3)o2)C(=O)N(C)C1=O	61
